From PubChem BioAssay
ADAM10 inh: inhibitors of human ADAM10; O14672; recombinant ADAM10, EDANS/DABCYL FRET peptide cleavage, 3 h; inhibition, % at 7 µM; 370,000 tested, 0.62% active; AID 720582;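 active means inhibition above a per-campaign cutoff equal to the mean of compounds falling between control-based bounds plus 3 SD, cut at about 20% in these data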;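 further: 0% = DMSO wells while the 100% control is not disclosed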
SMARCA2 act: increases SMARCA2 function in MMTV reporter cells | activation, % at 9.1 µM | MG213 cells, MMTV-luciferase reporter, dexamethasone, overnight | 370,000 tested, 1% active; in the data active means activation above about 7.8%;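 further: 0% = vehicle wells and 100% = reference activator wells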
sPLA2-III inh: Blocks human group III sPLA2 activity. Q9NZ20. QFRET BODIPY PC-A2 liposome hydrolysis, fluorescence. inhibition, % at 12.2 µM. 370,000 tested, 0.56% active. AID 743126;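 active means inhibition above mean plus 3 SD of compounds lying within the high and low control bounds, cut at about 19% in these data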;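 further: 0% = median of test compound wells and 100% = no enzyme DMSO wells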
Target sequence (Q9NZ20 whole entry, looked up): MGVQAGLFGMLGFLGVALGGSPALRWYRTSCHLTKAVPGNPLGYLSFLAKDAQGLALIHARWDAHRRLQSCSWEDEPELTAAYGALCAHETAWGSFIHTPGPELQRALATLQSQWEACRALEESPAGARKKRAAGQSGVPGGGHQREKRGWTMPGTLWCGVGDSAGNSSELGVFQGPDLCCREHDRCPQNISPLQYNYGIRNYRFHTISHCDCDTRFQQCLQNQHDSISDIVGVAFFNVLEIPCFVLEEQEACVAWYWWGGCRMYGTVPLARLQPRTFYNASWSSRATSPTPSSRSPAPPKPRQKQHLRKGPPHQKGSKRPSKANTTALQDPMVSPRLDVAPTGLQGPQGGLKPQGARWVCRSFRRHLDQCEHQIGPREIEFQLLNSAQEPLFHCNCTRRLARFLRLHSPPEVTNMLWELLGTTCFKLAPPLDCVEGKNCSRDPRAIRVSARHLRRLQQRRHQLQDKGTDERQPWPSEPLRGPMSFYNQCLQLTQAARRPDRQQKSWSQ
DAX1 inh-1: inhibitors of human orphan nuclear receptor DAX1 (NR0B1); inhibition, % at 6.75 µM; HEK293 Gal4-DAX1 luciferase reporter, luminescence; 340,000 tested, 0.99% active; P51843; AID 504766;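 active means inhibition above the mean over all tested compounds plus 3 SD, cut at about 4.2% in these data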;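 further: 0% = DAX1-transfected cells with DMSO and 100% = empty-vector control cells with DMSO; inhibition shows as a rise in luminescence from relieved DAX1 repression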
Target sequence (P51843 207-470 limits assumed): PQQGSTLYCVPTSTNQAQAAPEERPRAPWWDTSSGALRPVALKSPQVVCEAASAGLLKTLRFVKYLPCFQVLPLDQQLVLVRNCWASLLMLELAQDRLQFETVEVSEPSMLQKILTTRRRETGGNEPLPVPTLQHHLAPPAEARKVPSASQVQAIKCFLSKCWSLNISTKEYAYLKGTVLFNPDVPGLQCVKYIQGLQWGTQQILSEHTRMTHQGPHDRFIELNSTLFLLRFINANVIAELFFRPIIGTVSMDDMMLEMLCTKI
hgDAF-12 ag: hgDAF-12 agonism, primary luciferase screen | HEK293 GAL4-hgDAF12 UAS-luciferase reporter, agonist luminescence; normalized to butyrate control | activation, % at 6.8 µM | 370,000 tested, 1.8% active | AID 687014;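 active means activation above a cutoff set at the mean of all screened compounds plus 3 SD, cut at about 10% in these data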;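 further: 0% = DMSO wells and 100% = sodium butyrate wells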
DAX1 inh-2: blocks DAX1 repression of SF-1 activated StAR promoter; HEK293T StAR-luciferase reporter, SF-1/DAX-1 repression relief; inhibition, % at 6.8 µM; AID 652010; 370,000 tested, 1.1% active;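 active means inhibition above the mean over all tested compounds plus 3 SD, cut at about 3.6% in these data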;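 further: 0% = DAX-1 cells with DMSO and 100% = cells lacking DAX-1 with DMSO; higher inhibition means more luminescence from relief of DAX-1 repression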
hcDAF-12 act: H. contortus DAF-12 activation, primary screen. HEK293 hcDAF-12 lit1-tk-luc reporter, luminescence; 0% DMSO, 100% Δ7-dafachronic acid. activation, % at 6.8 µM. 370,000 tested, 1.4% active. AID 652067;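 active means activation above the mean of all tested compounds plus 3 SD, cut at about 5.5% in these data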;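 further: 100% = response to 3 µM Δ7-dafachronic acid high control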
NPR1 activator: GC-A (human) enzyme activation. P16066. HEK293 GC-A cells, cGMP TR-FRET, EC30 ANP; 0% at EC30 ANP, 100% saturating ANP. activation, % at 10 µM. 370,000 tested, 0.14% active. AID 1671463; in the data active means activation above about 40%
NPR2 activator: GC-B (human) receptor activation; P20594; HEK293-GC-B cells, CNP EC30, cGMP TR-FRET; 0% at EC30 CNP, 100% saturating CNP; activation, % at 10 µM; 370,000 tested, 0.11% active; AID 1920062;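 active means activation at 10 µM reaching about 35% in either raw or pattern-adjusted values, limit read from the data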
FXN GAA850 act: frataxin GAA850 promoter activation; HEK293 lucGAA850 FXN promoter luciferase reporter, 24 h; percent of 10 µM SAHA response; activation, % at 6 µM; 360,000 tested, 0.56% active; AID 540364;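 active means activation above the average of all compounds screened plus 3 SD, cutoff fixed separately per campaign, cut at about 7.5% in these data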;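 further: 0% = DMSO wells and 100% = 10 µM SAHA wells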
ssDAF-12 act: activates DAF-12 receptor from parasite S. stercoralis; HEK293 ssDAF-12/GRIP1 lit1-tk-luc reporter, luminescence; % of 3 µM dafachronic acid response; activation, % at 6.8 µM; 370,000 tested, 1% active;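 active means activation above the mean over all tested compounds plus 3 SD, cut at about 0.9% in these data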;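 further: 0% = DMSO-only wells and 100% = 3 µM delta7-dafachronic acid wells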
* hit, by the source's call; . = not tested or not shown.

1: CC1(C2CC2)NC(=O)N(CC(=O)Nc2ccc(C(F)(F)F)cc2)C1=O (configuration not stated)
2: CC(C)C(c1nnnn1Cc1ccccc1)N1CCN(Cc2ccco2)CC1 (configuration not stated)
3: COc1c(C)cc(C(O)c2ncc(-c3ccc(C(F)(F)F)cc3)[nH]2)cc1C (configuration not stated)
4: CC(C)(C)[C@H]1C=C(C(=O)NC2CC2)O[C@@H](OCCCCO)C1
5: COc1c(C)cc(C(O)c2ncc(-c3ccccc3C)[nH]2)cc1C (configuration not stated)
6: CNC(=O)c1ccccc1-c1cn(C)c2ccccc2c1=O

Compound	1	2	3	4	5	6
ADAM10 inh	-6	-9	5	-2	-8	-46
SMARCA2 act	2	2	-2	1	0	-4
sPLA2-III inh	5	-14	-14	-2	-4	5
DAX1 inh-1	0.8	1.2	.	0.2	.	-0.6
hgDAF-12 ag	-1.3	-1.8	2.0	-1.0	1.4	0.5
DAX1 inh-2	-0.2	0.2	0.1	0.7	1.2	-1.3
hcDAF-12 act	-0.6	-1.7	0.2	-1.9	-3.2	-0.8
NPR1 activator	1	0	-6	0	0	1
NPR2 activator	-2	0	-8	-1	5	3
FXN GAA850 act	2.0	2.1	0.7	-0.9	-0.2	0.3
ssDAF-12 act	-0.8	-1.2	-1.8	-1.2	-1.4	-0.6

7: CCOc1ccccc1Nc1nc(-c2sc(NC(=O)c3ccco3)nc2C)cs1
8: CCN(C(=O)CSc1ncnc2sc(C)c(C)c12)C1CCS(=O)(=O)C1 (configuration not stated)
9: Cc1ccc(C(=O)N/C(=C\c2ccco2)C(=O)NC2CCS(=O)(=O)C2)cc1 (configuration not stated)
10: CC(C)(C)N/C=C(\C#N)S(=O)(=O)c1ccc(Br)cc1
11: Cc1cccc(C(=O)Nc2nc(C)c(C(=O)Nc3ccc4c(c3)CCC4)s2)c1
12: CC(OC(=O)c1ccc(Cl)c([N+](=O)[O-])c1)C(=O)N1CCN(Cc2ccccc2)CC1 (configuration not stated)

Compound	7	8	9	10	11	12
ADAM10 inh	0	0	-7	-2	11	1
SMARCA2 act	0	-5	-1	0	6	-1
sPLA2-III inh	-10	-3	-3	-6	-10	-5
DAX1 inh-1	0.9	-1.0	1.6	.	-1.2	0.5
hgDAF-12 ag	-0.7	-3.2	0.5	-1.5	7.2	-0.6
DAX1 inh-2	-1.1	-0.5	-0.3	0.1	-0.8	-1.0
hcDAF-12 act	-2.4	-1.9	0.5	-0.9	1.8	-0.2
NPR1 activator	4	0	4	0	-2	-1
NPR2 activator	6	-2	2	2	-5	1
FXN GAA850 act	-1.8	2.2	-0.5	1.4	-0.7	-0.9
ssDAF-12 act	-1.8	-1.7	-0.5	-0.2	-1.0	-0.2

13: Cc1cccc2sc(N(CCCN(C)C)C(=O)c3cc4ccccc4oc3=O)nc12
14: COc1ccc(/C=C2\CCc3ccccc3C2=O)cc1O
15: COc1ccccc1NC(=O)C(C)OC(=O)CN1C(=O)C2CC=CCC2C1=O (configuration not stated)
16: O=C(COc1ccc(F)cc1)NCC1(N2CCCCC2)CCCCC1
17: CC(C)(C)c1ccc(C#C[C@@H]2C=C[C@H](O)[C@@H](COC(=O)Nc3ccccc3)O2)cc1
18: Cc1ccc(Cl)cc1N(CC(=O)NC(C)c1ccccc1)S(C)(=O)=O (configuration not stated)

Compound	13	14	15	16	17	18
ADAM10 inh	-6	12	-6	1	8	-7
SMARCA2 act	1	1	-2	-1	3	-1
sPLA2-III inh	-10	-41	3	6	-16	1
DAX1 inh-1	2.7	-2.2	-0.5	-0.1	.	1.0
hgDAF-12 ag	2.3	5.9	0.7	-1.5	5.2	0.5
DAX1 inh-2	1.5	0.5	0.7	0.0	1.4	-0.4
hcDAF-12 act	-1.0	8.5*	0.1	-0.6	5.8*	0.7
NPR1 activator	-16	-6	0	0	-3	-1
NPR2 activator	-12	-13	0	4	3	2
FXN GAA850 act	2.6	-1.7	-0.2	2.6	.	-1.7
ssDAF-12 act	-1.6	0.8	-1.1	-0.6	1.9*	-0.5

19: O=C(NCC1CCCN1S(=O)(=O)c1cccs1)c1ccc(F)c(F)c1 (configuration not stated)
20: CC(=O)CC(=O)O[C@@H]1C=C[C@H](NC(=O)OC(C)(C)C)C1
21: C#CCOCCOCCOCCNc1nc(N2CCN(C(=O)CCCCCCCCCCNC(=O)[C@@H](CCSC)n3cc(CCO)nn3)CC2)nc(N2CCN(C(=O)CCCCCCCCCCNC(=O)[C@@H]([C@H](C)O)n3cc(C)nn3)CC2)n1
22: COCCNC(=O)c1cn(C)c2ccccc2c1=O
23: O=C(NCC1CCCO1)c1onc(CSc2cccc(Cl)c2)c1C(=O)O (configuration not stated)
24: O=C(O)c1ccc(Nc2ccc(Cl)c(Cl)c2)c([N+](=O)[O-])c1

Compound	19	20	21	22	23	24
ADAM10 inh	-6	6	20*	4	-4	-6
SMARCA2 act	-1	-3	1	-4	3	-4
sPLA2-III inh	5	-7	-64	9	1	4
DAX1 inh-1	-1.7	.	-2.5	1.0	0.6	1.5
hgDAF-12 ag	-1.8	-0.7	-5.0	-1.5	2.4	-0.5
DAX1 inh-2	-1.3	0.3	-0.8	-0.9	0.1	-0.1
hcDAF-12 act	-2.3	1.0	-2.1	-0.7	-0.3	-2.1
NPR1 activator	2	4	0	-1	3	4
NPR2 activator	-2	3	-1	3	7	3
FXN GAA850 act	0.2	.	-0.9	-1.6	1.6	0.5
ssDAF-12 act	-0.5	-1.3	-2.1	-1.3	-0.5	-0.8

Brought forward from above: 2 entries, followed by the next part.
23: O=C(NCC1CCCO1)c1onc(CSc2cccc(Cl)c2)c1C(=O)O (configuration not stated)
24: O=C(O)c1ccc(Nc2ccc(Cl)c(Cl)c2)c([N+](=O)[O-])c1
25: O=C1C2CCCN2C(=O)N1CCN1CCN(c2ccccc2)CC1 (configuration not stated)
26: CCN(C(=O)Nc1ccccc1)c1ccccc1
27: CC(C)(C)c1ccc(C(=O)N2CCCN(C(=O)c3ccc(C(C)(C)C)cc3)CC2)cc1
28: COc1ccc2c(c1OC)C(=O)OC2Nc1ccccn1 (configuration not stated)
29: Cc1cc(NC(=O)CCCOc2ccc(Cl)cc2Cl)no1
30: O=C(/C=C/c1ccccc1)Nc1ccc2c(c1)C(=O)NC2=O

Compound	23	24	25	26	27	28	29	30
ADAM10 inh	-4	-6	5	-1	3	-17	1	-46
SMARCA2 act	3	-4	-3	-1	0	0	-2	-1
sPLA2-III inh	1	4	3	-3	-3	1	2	-3
DAX1 inh-1	0.6	1.5	-0.4	-1.2	-0.7	-0.4	0.5	1.8
hgDAF-12 ag	2.4	-0.5	-1.2	1.6	1.0	2.1	0.9	1.6
DAX1 inh-2	0.1	-0.1	0.2	-0.3	0.1	0.3	0.0	-0.2
hcDAF-12 act	-0.3	-2.1	-1.2	-1.5	-1.4	-1.4	2.5	-0.8
NPR1 activator	3	4	0	-5	2	5	12	1
NPR2 activator	7	3	0	-4	-4	-11	2	-4
FXN GAA850 act	1.6	0.5	-2.1	3.2	1.1	-2.6	-2.2	-2.2
ssDAF-12 act	-0.5	-0.8	-1.1	-1.6	-1.9	-1.3	-1.5	-1.2

31: CN(C)C(N)=NCCC[C@H](N)C(=O)O
32: O=C(OC(C(=O)NC1CCCC1)c1ccccc1F)c1ccco1 (configuration not stated)
33: CC(=O)Nc1ccc(S(=O)(=O)NN=CCCc2ccccc2)cc1
34: O=C(OCC(O)C1OC(c2ccccc2)OC(COC(=O)c2ccccc2)C1O)c1ccccc1 (configuration not stated)
35: COc1ccc(CN2CCCC(C(=O)N3CCCCC3)C2)cc1OC (configuration not stated)
36: Cc1[nH]c2ccccc2c1-c1csc(NC(=O)CSCC(=O)O)n1

Compound	31	32	33	34	35	36
ADAM10 inh	-214	5	-14	1	3	2
SMARCA2 act	-4	3	2	-5	-3	0
sPLA2-III inh	7	6	-4	-28	9	-9
DAX1 inh-1	-0.5	-1.0	-0.1	.	0.1	1.2
hgDAF-12 ag	-1.7	-0.4	-1.3	1.9	-0.6	1.3
DAX1 inh-2	1.6	-0.5	-0.7	0.3	0.4	0.5
hcDAF-12 act	0.2	-2.1	-1.7	0.3	-0.1	-1.3
NPR1 activator	0	-11	-4	0	-6	1
NPR2 activator	-2	-10	2	2	-1	2
FXN GAA850 act	0.2	-0.6	-0.2	.	4.4	-1.0
ssDAF-12 act	-1.7	-1.4	-1.0	-0.8	-1.3	-1.4

37: Cc1ccc(S(=O)(=O)N(C)c2ccc(C(=O)NCC(c3ccccc3)N3CCCC3)cc2)cc1 (configuration not stated)
38: COC(=O)c1sccc1NC(=O)c1ccc(Br)s1
39: O=C(NC(=S)NCc1ccccc1)c1ccccc1[N+](=O)[O-]
40: CC1Cc2ccccc2N1C(=O)CCS(=O)(=O)c1ccc2c(c1)NC(=O)CS2 (configuration not stated)
41: COc1ccc(C2C(C(C)=O)=C(C)N=c3s/c(=C\c4ccc5c(c4)OCO5)c(=O)n32)c(OC)c1 (configuration not stated)
42: COC(=O)c1ccc(C(=O)OC)c(NC(=O)CN2CCN(c3ccccc3)CC2)c1

Compound	37	38	39	40	41	42
ADAM10 inh	10	2	-3	-8	0	-11
SMARCA2 act	3	-2	-1	-3	-1	1
sPLA2-III inh	-15	-1	0	-2	8	-3
DAX1 inh-1	3.5	0.1	-0.1	-0.1	-1.7	0.3
hgDAF-12 ag	0.3	0.5	-5.8	-1.9	-0.5	0.3
DAX1 inh-2	4.0*	0.3	-1.2	-0.8	-0.3	-0.2
hcDAF-12 act	-0.5	3.4	-1.8	-0.7	0.2	0.5
NPR1 activator	2	3	1	6	-1	0
NPR2 activator	3	-12	0	1	1	0
FXN GAA850 act	-3.8	-1.8	2.1	-4.1	0.0	-0.7
ssDAF-12 act	-1.0	-0.3	-1.4	-1.2	-1.3	-0.7

43: COc1ccc(NC(=O)c2sc3ncnc(N4CCN(c5ccccn5)CC4)c3c2C)cc1Cl
44: COC(C(=O)Nc1ccc(C(N)=O)cc1)c1ccccc1 (configuration not stated)
45: Cc1nc2ccc(NC(=S)NCCCO)cc2nc1C
46: Cc1cccc(C)c1OCC(=O)Nc1nnc(C2CCCO2)s1 (configuration not stated)
47: O=C(Nc1ccccn1)c1cccnc1
48: O=C(Nc1ccc2ccccc2c1)c1cccc([N+](=O)[O-])c1
49: O=C(NCCc1ccccc1)C1Cc2c(-c3ccccc3)ccnc2O1 (configuration not stated)
50: COc1ccc(C(=O)CSc2nnc3n2CCCN3C(=O)Nc2ccccc2)cc1

Compound	43	44	45	46	47	48	49	50
ADAM10 inh	2	-4	-233	13	8	3	-9	-5
SMARCA2 act	-2	-2	-2	0	-5	7	0	-2
sPLA2-III inh	0	3	-1	1	8	-8	-2	-37
DAX1 inh-1	0.6	-0.2	0.6	3.0	-0.9	-0.7	.	.
hgDAF-12 ag	2.6	1.8	6.1	-0.1	0.2	12*	0.1	-3.2
DAX1 inh-2	3.5	0.8	1.1	0.6	-0.3	0.5	0.7	-0.2
hcDAF-12 act	3.1	0.6	-0.3	-0.7	-2.5	4.2	0.0	-3.5
NPR1 activator	1	-3	5	1	4	6	-1	-2
NPR2 activator	2	-2	-2	4	-4	-5	-5	-2
FXN GAA850 act	-3.3	0.9	6.2	0.0	1.7	0.1	-1.5	-0.8
ssDAF-12 act	-1.6	-0.6	-1.2	-1.7	-1.3	0.2	-1.2	-1.7
